TAAR1 antag = human TAAR1 antagonism. CHO RD-HGA16 TAAR1, Fluo-8 calcium fluorescence, antagonist. inhibition, % at 3 µM. 360,000 compounds, 1.5% hits. AID 624466;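 active = inhibition above a per-plate cutoff, the mean inhibition of test compounds on that plate plus 3 SD, cut at about 49% in these data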;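 also: 0% = DMSO plus EC80 beta-PEA response and 100% = DMSO alone without agonist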
Target sequence (Q96RJ0 whole entry, looked up): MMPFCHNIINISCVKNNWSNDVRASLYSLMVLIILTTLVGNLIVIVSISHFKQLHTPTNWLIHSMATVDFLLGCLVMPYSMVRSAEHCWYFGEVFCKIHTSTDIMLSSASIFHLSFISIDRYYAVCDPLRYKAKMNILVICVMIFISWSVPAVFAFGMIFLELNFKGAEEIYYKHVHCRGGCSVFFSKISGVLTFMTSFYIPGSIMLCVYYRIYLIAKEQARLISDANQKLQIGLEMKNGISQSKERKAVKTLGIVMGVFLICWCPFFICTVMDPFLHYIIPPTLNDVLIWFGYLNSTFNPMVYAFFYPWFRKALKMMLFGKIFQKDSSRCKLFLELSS
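Material: RD-HGA16 CHO cells with stable hTAAR1 and Gα16; Dosing: single nominal final test compound concentration of 3 µM; Schedule: seeding 17-24 h prior, 75-min 37 °C, 30-min RT dye loading; Detection: kinetic Fluo-8 calcium fluorescence measurement; Measure: % inhibition from peak post-agonist over basal fluorescence ratio; Benchmarks: vehicle and agonist controls.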
CHRM1 antagonist = antagonists of human M1 muscarinic receptor; inhibition, % at 3 µM; CHO-K1 hM1, Fluo-8 calcium fluorescence, ACh EC80 antagonist; 360,000 compounds, 1.3% hits;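 active = percent inhibition above its own plate's cutoff, namely the mean of that plate's compound wells plus 3 SD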;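 also: peak over basal fluorescence ratio during 140 s after agonist addition; 0% = ACh EC80 plus DMSO and 100% = DMSO alone without agonist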
CHO parental Ca = counter-screen: ATP calcium response change in parental CHO cells; parental CHO-K1, ATP-induced calcium, Fluo-8 fluorescence; inhibition, % at 5.6 µM; 330,000 compounds, 0.63% hits; AID 463079;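 active = inhibition above that plate's mean sample inhibition plus 3 SD, cut at about 26% in these data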;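 also: 0% = ATP-challenged DMSO wells and 100% = DMSO wells without ATP; some compounds past the cut are filed as inactive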
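Measured by: calcium-sensitive Fluo-8 fluorescence / Test system: CHO parental line / Controls: ATP-challenged DMSO wells low, unchallenged DMSO wells high / Measure: % inhibition / Compound: single nominal dose of 5.6 µM per compound / Replicates: single well per compound, no replicates / Reagent: ATP as calcium-mobilizing challenge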
M1 ag parental = nonselective activator or artifact in parental CHO-K1 cells. Fluo-8 calcium fluorescence; scaled to maximal ATP response, vehicle zero. 360,000 compounds, 0.48% hits. activation, % at 3 µM. AID 602248; in the data active = activation above about 15%;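 also: untransfected CHO-K1 host cells lacking M1 receptor as counterscreen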
OXTR potentiate = potentiators of human oxytocin receptor. P30559. CHO-OTR cells, Fluo-8 calcium fluorescence, potentiator mode; 0% = oxytocin EC15, 100% = EC100. activation, % at 3 µM. 320,000 compounds, 0.061% hits. AID 2445;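 active = activation above that plate's cutoff, the mean activation of tested compounds plus 3 SD, cut at about 6.6% in these data, passing the limit was not always enough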;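 also: 100% uses oxytocin at 75 nM as the full agonist control; some results filed as inactive read as strong as hits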
Target sequence (P30559 whole entry, looked up): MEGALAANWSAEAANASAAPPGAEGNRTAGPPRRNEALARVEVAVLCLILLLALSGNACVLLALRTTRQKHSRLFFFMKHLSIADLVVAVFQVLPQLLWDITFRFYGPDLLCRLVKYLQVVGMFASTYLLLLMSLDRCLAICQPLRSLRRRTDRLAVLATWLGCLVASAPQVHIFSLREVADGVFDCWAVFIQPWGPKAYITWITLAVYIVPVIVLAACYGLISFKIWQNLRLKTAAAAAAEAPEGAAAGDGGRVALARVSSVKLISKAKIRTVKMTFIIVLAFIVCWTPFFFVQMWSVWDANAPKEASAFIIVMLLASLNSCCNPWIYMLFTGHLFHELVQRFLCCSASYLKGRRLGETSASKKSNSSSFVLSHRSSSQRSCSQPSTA
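Measured by – Fluo-8 calcium dye fluorescence · Test system – human OTR in CHO cells · Dosing – one concentration, 3.0 µM compound · Controls – EC15 oxytocin alone as 0%, 75 nM oxytocin as 100% · Evaluation – normalized max/min fluorescence ratio, % activation · Timing – 6 min pre-incubation, 100 s read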
M1 PAM parental = counter-screen for M1 PAMs: effect in parental CHO-K1 cells; ATP EC20, Fluo-8 calcium fluorescence; 0% at ATP EC20, 100% at ATP max; activation, % at 3 µM; 360,000 compounds, 0.02% hits; AID 602247;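 active = activation above the run cutoff, the mean activation of all test compounds plus 3 SD, cut at about 40% in these data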;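 also: peak over basal fluorescence ratio in a 140 s read after ATP addition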
TAAR1 ag = agonists of human TAAR1; Q96RJ0; CHO RD-HGA16 TAAR1, Fluo-8 calcium fluorescence; vehicle wells 0%, saturating PEA agonist 100%; activation, % at 3 µM; 360,000 compounds, 0.99% hits;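 active = activation above the mean activation of all test compounds in the run plus 3 SD, cut at about 38% in these data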
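Assay system: CHO-derived RD-HGA16 cells with stable Gα16 and human TAAR1; timing: 17-24 h seeding, 75 min 37 °C dye, 30 min RT; read-out: % activation from peak over basal fluorescence ratio, DMSO-to-PEA scaled; measured by: kinetic Fluo-8 calcium fluorescence; benchmarks: low control DMSO, high control PEA (EC100); doses: 3 µM single concentration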
CHO-K1 Ca antag = counter-screen for M1 antagonists: effect in parental CHO-K1 cells | 360,000 compounds, 0.6% hits | AID 602250 | inhibition, % at 3 µM | ATP-induced calcium, Fluo-8 fluorescence;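 active = inhibition above a per-plate cutoff, the plate's mean sample inhibition plus 3 SD, cut at about 24% in these data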;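 also: 0% = DMSO plus EC80 ATP and 100% = DMSO alone without ATP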
CHRM1 agonist = agonists of human M1 muscarinic receptor; activation, % at 3 µM; CHO-K1 hM1, Fluo-8 calcium fluorescence, agonist mode; 0% DMSO, 100% acetylcholine EC100; 360,000 compounds, 0.33% hits;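 active = activation above the run's mean compound activation plus 3 SD, cut at about 16% in these data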;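 also: peak over basal fluorescence ratio within a 140 s kinetic read after compound addition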
* = called active by the depositor; . = no result given. These rows are one share of the data (hit frequency here may not be typical).

SMILES | TAAR1 antag | CHRM1 antagonist | CHO parental Ca | M1 ag parental | OXTR potentiate | M1 PAM parental | TAAR1 ag | CHO-K1 Ca antag | CHRM1 agonist
CS(=O)(=O)c1ccc(C2=C(CNC(=O)c3cccs3)[C@H]3CC[C@@H](C2)N3CCOc2ccccc2)cc1 | 2.6 | 35.0* | . | 0.7 | . | 14.8 | 0.5 | -10.4 | -10.7
NC(Cc1ccc(Cl)cc1)c1csc(Nc2cnccn2)n1 (stereo not drawn) | 7.5 | -4.6 | . | 2.3 | . | 1.8 | 18.2 | -11.1 | 7.3
COc1ccc(C(=O)NC(=S)N2C[C@H]3C[C@H](C2)c2cccc(=O)n2C3)cc1 | -13.8 | -8.5 | -10.1 | 0.3 | -3.6 | -2.6 | 0.4 | 0.9 | -2.3
CC(C)(C)NC(=O)NC(=O)CN1CC=C(c2ccccc2)CC1 | -1.4 | -8.6 | -19.3 | 0.0 | -2.1 | 8.2 | -0.9 | -16.4 | -5.2
Cc1ccc2nc(N3CCN(C)CC3)[nH]c2c1 | -9.2 | -8.7 | -6.3 | -0.1 | -8.4 | -2.4 | 0.8 | 6.3 | -2.9
COC(=O)C1=C(c2ccc(Cl)c(C(F)(F)F)c2)C[C@@H]2CC[C@H]1N2C(=O)NCc1cc(C)oc1C(F)(F)F | 11.7 | -5.8 | -36.5 | 1.2 | -6.9 | 12.6 | 5.0 | -9.7 | -8.0
O=P(O)(Oc1ccccc1)c1ccccc1 | -15.8 | 6.6 | . | 0.7 | . | 10.7 | 1.7 | -11.7 | -0.9
O=c1[nH]c2ccccc2c(=O)n1-c1ccc(Cl)cc1Cl | -7.7 | -3.5 | -9.9 | 1.4 | -12.7 | 8.3 | 0.2 | -9.3 | -4.6
[N-]=[N+]=NCc1cn2cccnc2n1 | -16.8 | -4.0 | 0.3 | 0.0 | -1.0 | 9.6 | -0.5 | 2.7 | -0.5
CC(=O)C1CCC2C3CCC4CC(O)CCC4(C)C3CCC12C (stereo not drawn) | -5.5 | -19.6 | 3.0 | 0.9 | -5.5 | 4.5 | -2.2 | 0.7 | -1.6
CNC(=O)c1cccn(Cc2ccc(C(F)(F)F)cc2)c1=O | 1.2 | 5.6 | -6.0 | 3.1 | -1.9 | 3.5 | 1.9 | -0.8 | -8.1
COC(=O)[C@@H](N)CCCN=C(N)N[N+](=O)[O-] | -0.9 | -17.8 | -2.9 | 0.3 | -4.9 | 7.9 | 0.3 | -3.9 | -0.1
COC(=O)C1=C(c2ccc(F)cc2OCc2ccccc2)C[C@@H]2CC[C@H]1N2C(=O)NCc1ccco1 | 5.8 | -4.0 | -26.2 | -0.1 | -2.5 | 18.5 | 3.9 | -15.9 | -8.0
COc1cc2c(C(=O)N3CCN(C)CC3)c(C)n(C)c2cc1Br | 1.1 | -13.8 | -18.0 | 1.3 | -14.9 | 16.9 | 9.9 | 3.2 | -2.4
CCCNc1nc(OC)nc(N2CC3CC(C2)c2cccc(=O)n2C3)n1 (stereo not drawn) | -13.8 | 2.1 | -14.8 | 0.4 | -4.6 | -6.9 | 0.6 | -4.1 | -4.8
O=C(O)C1CSC(c2cccnc2)N1 (stereo not drawn) | 1.9 | -41.2 | -1.1 | 0.7 | -7.2 | 23.2 | 8.5 | -10.0 | 0.2
CC(C)C12CN3CCN(CC(C3)C1O)C2 (stereo not drawn) | -7.1 | -4.8 | -1.6 | -0.4 | -3.2 | 3.1 | 7.8 | -7.3 | -1.3
COc1cc(O)cc2c1C(=O)OC(C)CCCC(=O)CCC/C=C\2 (stereo not drawn) | 10.4 | -6.4 | -11.8 | 4.8 | -8.3 | 10.7 | 55.2* | -16.2 | -0.5
O=C(C[N+]12CCC(CC1)C(OC(=O)c1ccccc1)C2)c1ccc([N+](=O)[O-])cc1 (stereo not drawn) | -11.5 | 11.6 | 5.5 | 1.0 | -8.6 | 20.7 | 4.9 | -7.7 | 4.5
CNCC(=O)c1ccccc1 | . | -4.6 | -4.7 | -0.2 | -2.5 | -5.1 | . | -1.2 | 0.5
CN(CCc1ccccc1)Cc1c[nH]c2ccccc12 | 83.6* | -6.0 | -2.6 | 0.7 | -4.6 | -1.8 | 92.7* | -10.5 | -4.4
COc1ccc(-n2nnnc2C(C2CC2)N2CCC3(CC2)C(=O)NCN3c2ccccc2)cc1 (stereo not drawn) | -5.0 | -23.5 | . | 1.0 | . | 21.4 | -0.4 | -19.4 | -2.2
Cc1ccc(S(=O)(=O)N(c2cc(Cl)c(O)c(Cl)c2)P(=O)(OC(C)C)OC(C)C)cc1 | 11.2 | -16.5 | -1.0 | 0.6 | -0.4 | 15.7 | 9.2 | -10.9 | -3.6
COC(=O)C1=C(c2ccc(OC)c(OC)c2)C[C@@H]2CC[C@H]1N2C(=O)NCCc1ccccc1 | 17.2 | 4.0 | -12.5 | -0.9 | 8.3 | 4.4 | 13.2 | -1.0 | -11.3
CN1CCN(c2ccc([N+](=O)[O-])cc2Cl)CC1 | -4.4 | 1.7 | 4.7 | 0.8 | -0.5 | -6.6 | 1.2 | -3.6 | -4.2

The results go on:
SMILES | TAAR1 antag | CHRM1 antagonist | CHO parental Ca | M1 ag parental | OXTR potentiate | M1 PAM parental | TAAR1 ag | CHO-K1 Ca antag | CHRM1 agonist
Brc1ccc(Oc2cc(Br)c(Br)cc2Br)c(Br)c1 | -1.3 | -5.0 | -6.8 | -0.4 | -4.1 | 7.2 | 0.2 | -0.5 | -2.6
CN1C(=O)N(C)C(=O)C2(Cc3ccccc3N3CCOCC32)C1=O (stereo not drawn) | -18.2 | -12.6 | 5.0 | -0.3 | -0.9 | -8.9 | 3.8 | 15.4 | 1.0
Cn1cc([N+](=O)[O-])c(C(=O)Nc2ccc3c(C(F)(F)F)cc(=O)oc3c2)n1 | -13.5 | -17.1 | -9.4 | 1.9 | 0.3 | 7.4 | 1.1 | -15.8 | -0.2
COc1ccc(NP2(=O)OCC(C)(N)CO2)cc1 (stereo not drawn) | -16.2 | -15.6 | . | 0.7 | . | 1.6 | 3.2 | -2.4 | -1.0
O=c1[nH]c(=O)n(CCC2=CCCCC2)c(O)c1/C=N/Nc1ccccc1 | -21.1 | 0.8 | -17.2 | 0.2 | -0.1 | 16.3 | 10.5 | -6.3 | -0.4
CC1CCN(C(=O)C(C)Cl)CC1 (stereo not drawn) | -16.9 | 0.3 | -2.5 | 16.4* | 6.1 | 10.8 | 3.2 | 9.2 | -5.4
CC12CN3CC(C)(CN(C1)C3c1ccncc1)C2=O (stereo not drawn) | -18.4 | -10.6 | 9.1 | 0.9 | -7.7 | 15.8 | 8.3 | -13.0 | -3.0
COc1cc(C(=O)OC2C[C@H]3CC[C@@H](C2)N3)ccc1O (stereo partly drawn) | -7.1 | 94.8* | -2.5 | -0.2 | -2.7 | 14.0 | -1.4 | -14.3 | -9.7
CCN(CC)C(=O)c1ccc(NC(=O)c2cccc(S(=O)(=O)N3CCN(Cc4ccccc4)CC3)c2)cc1 | 40.8 | 19.7 | 26.7 | 9.0 | -15.2 | -18.8 | 6.7 | 29.3* | 0.2
CN1c2ccc([N+](=O)[O-])cc2CC2(C(=O)NC(=O)N(c3ccc(Br)cc3)C2=O)C1c1ccccc1 (stereo not drawn) | -24.3 | -2.2 | -19.1 | 0.3 | -12.3 | 5.4 | 3.1 | 0.1 | -10.5
Oc1ccc(O)c2c1C1(Cl)C(Cl)=C(Cl)C2(Cl)C1(Cl)Cl | 26.5 | 0.0 | . | 1.5 | . | 2.2 | 3.0 | -5.4 | -0.2
Brc1ccc2c(c1)CN(CC1CCCCC1)Cc1cnnn1-2 | 6.9 | -12.4 | . | -0.1 | . | 18.8 | -2.9 | -4.3 | 13.6
S=P(NCCSCc1ccccc1)(N1CC1)N1CC1 | -3.9 | -6.1 | . | 0.0 | . | 5.7 | 2.3 | -15.7 | -3.0
O=C(Nc1ccc2ccccc2c1)N1C[C@H]2C[C@@H](C1)c1cccc(=O)n1C2 | -27.3 | -5.0 | -18.2 | 15.0 | 4.0 | 5.2 | 1.4 | 8.4 | 0.8
FC(F)(F)c1ccccc1CCN1CCNCC1 | 2.3 | -6.6 | -9.1 | 0.3 | -6.0 | 19.2 | 1.6 | -9.0 | -8.2
CCOP(=O)(OCC)C(O)c1cccnc1 (stereo not drawn) | -26.2 | -8.1 | -13.1 | 2.7 | -4.9 | -1.8 | 2.3 | 0.5 | -1.5
CCCNC(=O)N1[C@H]2CC[C@@H]1C(C(=O)OC)=C(c1ccc(F)cc1F)C2 | 4.5 | -11.7 | -15.3 | 0.1 | 1.4 | 16.5 | 5.7 | -9.4 | -3.7
CN(C)CCn1cnc2ccccc21 | -7.1 | -1.9 | -9.3 | 0.6 | -1.0 | 9.8 | 0.7 | -7.8 | -1.8
c1ccc(NC2=NCCCS2)cc1 | 5.2 | -2.1 | . | 2.3 | . | -1.6 | 1.2 | -4.0 | -10.3
Cc1ccc2c(c1)C1CN(C)CCC1N2C(=O)COc1ccc(S(=O)(=O)N2CCOCC2)cc1 (stereo not drawn) | -4.2 | 4.9 | -5.1 | -0.3 | -3.8 | 12.8 | -0.1 | -18.2 | -11.9
Cc1ccc(Cn2cc(C=O)c3ccccc32)cc1 | 20.3 | 2.9 | -11.4 | 7.2 | -4.5 | 4.7 | 4.4 | -8.5 | -1.6
COc1ccc(C(c2nnnn2-c2ccc(OC)cc2)N2CCC(n3c(=O)[nH]c4ccccc43)CC2)cc1 (stereo not drawn) | 43.9 | -4.5 | . | 3.1 | . | 8.1 | 11.8 | -9.2 | 1.9
C=C1N2CCC(CC2)C1(O)c1ccccc1C (stereo not drawn) | -5.0 | -24.3 | -2.8 | -0.1 | 0.7 | 18.7 | 13.7 | -3.2 | -6.7
